# MT stabilize HCS: microtubule stabilizers in HeLa cells, primary screen, imaging, high-content imaging | HeLa tubulin immunostaining HCS, 24 h; share of cells brighter than vehicle mean+2SD | % tubulin-high responders, % at 10 µM | actives 0.83% (n = 200,000);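 active = plate Z-score above 3 for both tubulin-high and condensed-nucleus cell shares, with cell loss under 80%, at 10 µM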;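 note: anti alpha tubulin signal scored within the nucleus-defined area of each cell; some results filed as inactive read as strong as hits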
# Lipid droplet: inhibitors of hepatocyte lipid droplet formation, primary screen, imaging, high-throughput imaging, BODIPY stain; AML12 mouse hepatocytes, oleate lipid droplets; inhibition, % at 6.5 µM; actives 0.4% (n = 240,000);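 active = lipid droplet intensity inhibited by at least 50%, with more than 500 cells counted; inconclusive = wells with under 300 cells, treated as cytotoxic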
#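 Material – mouse AML12 hepatocyte cell line, fixed after treatment · Compound dosing – one dose, 6.5 µM compound · Times – compound with oleate, overnight · Measured by – Image-based BODIPY and DAPI two-channel analysis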
# bCat nuc transl: modulators of beta-catenin nuclear translocation, primary screen, imaging, HeLa cells, immunofluorescence, high-content; nuclear translocation activity, % at 5 µM; actives 0.3% (n = 190,000); AID 1665, 2009;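 active = nuclear translocation activity above 50% at 5 µM, with a well cell count of 50 or more; inconclusive = wells under 50 cells across six images, flagged as toxic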;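 note: per-cell ratio of nuclear to cytoplasmic median beta-catenin stain intensity; plate controls were DMSO negative control for no effect and GSK-3 inhibitor IX positive control for full effect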
#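 Test system: HeLa cells, endogenous beta-catenin; Compound: single 5 µM dose plus 0.02–20 µM confirmation series; Times: compound exposure 24 h at 37°C; Signal: fluorescence imaging of beta-catenin antibody stain plus DAPI; Read-out: % activation, nuclear-to-cytoplasmic median beta-catenin signal ratio per cell.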
# PMI inhibitors: inhibitors of human PMI, primary screen, biochemical, fluorescence intensity, coupled assay (AID 1209). Mannose-6-phosphate isomerase (Homo sapiens). purified PMI enzyme, coupled fluorescence intensity; higher % means a stronger effect. one-dose inhibition, % at 20 µM; IC50 in µM for titrated hits. actives 0.42% (n = 190,000); in the data active = inhibition above about 50%;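 note: plate controls were DMSO vehicle for no effect and wells lacking substrate for full effect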
# Dynein cargo inh: inhibitors of GR-EGFP nuclear translocation, primary screen, dynein cargo transport inhibitor project, imaging, high-content, 3617.4 mouse cells. actives 0.47% (n = 220,000). test concentration mostly 20 µM; stimulated with dexamethasone, 1 µM; active compounds read low. z-score, hits read low. AID 1381, 2008;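 active = plate z-score of nuclear minus cytoplasmic receptor signal below a set negative limit, without overly bright fluorescence or cell loss, cut at about -3.5 in these data, passing the limit was not always enough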;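 note: z-score of nuclear minus cytoplasmic ring GR-EGFP intensity difference per well; some compounds called inactive have numbers as strong as hits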
#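 Buffer or medium: tet-free, stripped-serum medium; Also added: dexamethasone, 1.0 µM final; Technique: high-content fluorescence imaging after fixation; Times: 48 h induction, 1 h compound, 30 min dex at 37 °C; Read-out: per-cell GR-EGFP intensity, nucleus versus surrounding cytoplasmic ring, well-averaged.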
# Ins promoter up: insulin promoter activators in MIN6 cells, imaging, high-content screening, mouse beta cells; actives 0.3% (n = 190,000); AID 1625, 2009; z-score at 5 µM; MIN6 insulin promoter-GFP reporter; active compounds read high;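 active = z-score above 3 at 5 µM with at least 500 cells counted in the well; inconclusive = wells under 500 cells, flagged as cytotoxic or low count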
# Myeloid diff 2: induction of myeloid progenitor differentiation, primary screen, cell-based, flow cytometry, MLPCN library; calls only at 10 µM; AID 624256, 2012; ER-HoxA9 myeloid progenitors, lysozyme-GFP differentiation; actives 1% (n = 360,000);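 active = normalized GFP-positive differentiation at or above the plate's own cutoff, the solvent-only control mean plus 3 SD; inconclusive = no clear call, values can overlap the other calls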;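 note: cells exposed to compound for four days before flow analysis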
# T cell HTS: modulators of CD8 T cell-vesicle binding, primary screen, mouse 2C CD8+ T cells, flow cytometry | calls only at 7 µM | 2C CD8+ T cell-vesicle binding; active compounds read low | AID 2052, 2009 | actives 0.068% (n = 330,000);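 active = response, share of CD8 T cells binding vesicles, and their 90th percentile fluorescence all below set limits, cut at about 80% in these data, passing the limit was not always enough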
#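 Assay system: 2C TCR transgenic mouse naive CD8+ T cells, MACS-purified | Read-out: CD8+ gate FL2 mean fluorescence as % of same-row positive control | Signal: High-throughput flow cytometry with anti-B7-1 and anti-CD8 staining | Timing: Binding step 1.5 h, 37 °C, antibody labelling 20 min, ice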
# TNAP activation fold: human TNAP enzyme activators, primary screen, biochemical, luminescent, no phosphate acceptor, uHTS (AID 1001); purified TNAP, luminescent activation assay, no phosphate acceptor; higher activation fold means a stronger effect; one-dose activation fold at 20 µM; EC50 in µM for titrated hits; actives 0.03% (n = 200,000); in the data active = activation fold from about 3, or a potency from the dose series; inactive = the rest, 99 in 100 with activation fold below about 1.6; note: many of its hits are not listed in these tables
# Dynein cargo inh cytoplasmic EGFP: recorded beside Dynein cargo inh, whose call it bears; z-score; measured here: cytoplasmic GR-EGFP intensity; active compounds read high
# Dynein cargo inh nuclear GR-EGFP: second read-out of Dynein cargo inh, no call of its own (marks repeat the call); z-score; measured here: nuclear GR-EGFP intensity;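 lower value marks the stronger effect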
# Dynein cargo inh cell count: further read-out of Dynein cargo inh, marked with its call; z-score; measured here: cell count per field
# Ins promoter up cell count: second read-out of Ins promoter up, no call of its own (marks repeat the call); cell count; measured here: cytotoxicity, nuclei count;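 total cells summed across four imaged fields per well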
# Lipid droplet cells 6.5 µM: recorded beside Lipid droplet, whose call it bears; cell count; measured here: cell count, cytotoxicity flag;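 cells counted across two imaged fields per well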
# bCat nuc transl cell count 5 µM: further read-out of bCat nuc transl, marked with its call; cell count; measured here: cell count, cytotoxicity flag
# T cell HTS vesicle-bound %: recorded beside T cell HTS, whose call it bears; double positive events, %; measured here: CD8+ vesicle-bound cell fraction;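 binding gate set so that unloaded-vesicle control wells show 10% double positive cells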
# MT stabilize HCS Hoechst-high %: recorded beside MT stabilize HCS, whose call it bears; % Hoechst-high responders; measured here: nuclear condensation Hoechst responders;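 share of cells brighter than vehicle mean plus two SD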
# MT stabilize HCS cytotoxicity %: further read-out of MT stabilize HCS, marked with its call; toxicity, %; measured here: cytotoxicity by cell density;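 0% = mean cell density of plate MIN control wells and 100% = no cells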
# Myeloid diff 2 GFP+ MAC1+ %: further read-out of Myeloid diff 2, marked with its call; GFP+ MAC1+ double positive, %; measured here: differentiation confirmed by MAC1 staining
# Active calls of the source: *; i = inactive; ? = inconclusive; . = not tested or not shown; & = joins results of further samples.
nr	Molecule	MT stabilize HCS Hoechst-high %	PMI inhibitors	bCat nuc transl cell count 5 µM	Dynein cargo inh cell count	T cell HTS vesicle-bound %	Dynein cargo inh nuclear GR-EGFP	T cell HTS	bCat nuc transl	Ins promoter up	Lipid droplet cells 6.5 µM	MT stabilize HCS cytotoxicity %	Myeloid diff 2 GFP+ MAC1+ %	MT stabilize HCS	TNAP activation fold	Myeloid diff 2	Dynein cargo inh cytoplasmic EGFP	Ins promoter up cell count	Lipid droplet	Dynein cargo inh
1	O=C(Oc1cccc(-c2cnc3ccccc3n2)c1)c1ccco1	2.4	-4.8%	1389	1.1	7.7	-0.259	i	-2.8	0.54	.	3.6	0.8	3.0	1	i	-0.125	1416	.	-0.779
2	O=S(=O)(c1cccc(C(F)(F)F)c1)N(CCCN1CCOCC1)Cc1cccs1	1.7&3.0	8.8%&-4.6%	747&1202	0.307&-0.455	53.4&30.3	-0.205&0.455	i	0.8&-2.4	-2.37&-0.04	706	10.3&11.7	0.6	1.5&5.5	1.1&1.1	i	-0.196&-0.325	842&1178	5.4	-0.569&-0.194
3	CCOC(=O)c1c(-c2cccc([N+](=O)[O-])c2)csc1NC(=O)C1CCCCC1	1.7	9.5%	1136	.	47.7	.	i	-1.1	-1.24	718	6.1	0.5	1.4	1	i	.	630	38.3	.
4	CC(C)N1CCC(N2CCN(Cc3cc4c(cc3Cl)OCO4)CC2CCO)CC1 (stereo not drawn)	2.1	.	1570	-0.432	49.3	0.149	i	1.0	-0.49	703	5.8	0.0	4.0	1	i	-0.177	1141	-10.6	0.478
5	O=C(COc1ccc(Cl)cc1Cl)Nc1ccccc1NS(=O)(=O)c1cccs1	1.0	-13.8%	1490	-0.372	58.7	0.717	i	0.6	-0.14	654	8.4	0.3	3.6	1.1	i	0.761	1479	12.8	0.873
6	Cc1nc2ccccc2n1CC(=O)N/N=C/c1cccnc1	2.0	6.3%	1567	-0.642	59.8	0.0199	i	0.5	0.69	726	1.9	0.2	3.1	1.1	i	-0.202	1412	8.7	0.988
7	C=C(C)Cn1c(C)cc(C)c(S(=O)(=O)c2ccc(C)cc2)c1=O	2.0	10.5%	1543	-1.24	58.7	0.144	i	-0.1	-0.11	694	6.7	0.1	2.8	1.1	i	-0.167	1405	2.3	0.261
8	COc1cc(CNC(C)C)c(Br)cc1OC1CCCC1	1.9	6.5%	1506	-0.425	47.1	0.36	i	0.3	-0.52	730	5.5	0.1	3.4	1	i	-0.213	1431	6.4	0.277
9	Cc1ccc(NC(=O)/C=C/c2ccc([N+](=O)[O-])s2)c(C)c1	6.5	9.4%	1017	-1.35	57.2	2.09	i	5.1	13.3*	.	29.7	.	9.0	1	?	1.66	854*	?	2.16
10	O=C(Cn1c(=O)oc2cc(S(=O)(=O)N3CCCC3)ccc21)Nc1cccc(C(F)(F)F)c1	1.9	5.0%	1437	0.616	27.5	0.0856	i	3.1	0.39	.	7.5	0.8	3.2	1.1	i	-0.245	836	.	-0.483
11	CC(NC(=O)C1CCCC1)c1ccc2c(c1)OCCO2 (stereo not drawn)	1.5	3.8%	976	0.591	19.0	-0.532	i	-2.4	-0.17	.	8.8	0.5	3.1	1.1	i	-0.239	1409	.	-0.719
12	O=C(CCc1ccc(S(=O)(=O)N2CCOCC2)cc1)NN=C1CCCCCCC1	2.8	12.1%	1063	0.818	48.2	-0.366	i	-1.3	-0.57	612	7.6	0.2	3.2	1	i	-0.233	1406	-1.2	-1.31
13	CCC(CC)C1C(C#N)=C(N)SC(N)=C1C#N	2.3	19.9%	1141	-1.09	41.6	0.248	i	-1.3	-0.01	746	8.6	0.8	1.6	1.2	i	-0.175	1246	-2.6	0.603
14	CCc1ccc2c(c1)C1(NN=C(c3cccc4ccccc34)S1)C(=O)N2 (stereo not drawn)	1.1	-10.4%	1053	0.613	28.9	-0.14	i	7.5	.	508	11.5	0.8	4.0	0.7	i	-0.263	.	-33.4	-0.244
15	Cc1nn(CC(=O)Nc2ccc(S(=O)(=O)N(C)C)cc2)c(C)c1[N+](=O)[O-]	2.0	1.4%	1051	-2.09	33.2	1.41	i	0.3	0.33	685	3.7	0.4	2.1	0.8	i	-0.137	1562	-1.1	1.44
16	Cc1nc(NC(=O)c2ccccc2)sc1-c1csc(Nc2ccc(Cl)cc2Cl)n1	2.1	22.1%	.	-0.361	47.5	-0.504	i	.	.	.	3.6	.	5.0	1.1	.	-0.195	.	.	0.659
17	COc1ccc(/C=N/NC(=O)c2cnccn2)c(OC)c1OC	.	.	1278	0.739	54.1	-0.269	i	0.7	-0.23	688	.	0.4	.	.	i	-0.286	1015	-3.1	-0.396
18	COCc1[nH]nc2c1C(c1ccccc1F)C(C#N)=C(N)O2 (stereo not drawn)	3.5	-2.3%	902	0.197	45.4	0.617	i	-3.5	0.03	.	13.5	1.2	2.6	1.1	i	-0.0793	1074	.	0.594
19	O=C(NN=C1CCCCCCCCCCC1)c1ccccc1F	2.1	5.1%	974	-2.03	37.5	1.23	i	-2.3	0.06	659	5.7	0.8	2.5	1.2	i	-0.236	1223	-4.5	1.24
20	Cc1ncc(CO)c(/C=N/NC(=O)c2cc3c(s2)CCCC3)c1O	1.2	-19.5%	967	0.357	17.8	0.617	i	-0.5	-0.8	655	19.5	.	6.8	1.7	.	-0.328	1511	-5.8	0.249
21	O=C(CN(Cc1cccs1)S(=O)(=O)c1ccc(S(=O)(=O)N2CCCCC2)cc1)Nc1ccccc1	2.4	7.9%	588	0.287	48.0	0.267	i	-1.7	-0.2	580	2.2	0.2	1.8	1.1	i	0.0426	1313	-15.0	0.2
22	Cc1ccsc1C1C(C#N)=C(N)OC2=C1C(=O)CC(C)C2 (stereo not drawn)	1.6	8.4%	1120	-0.105	8.1	0.374	i	-1.2	0.81	681	3.6	0.9	3.6	1.1	i	-0.342	1248	13.7	0.322
23	CCc1ccc(C2CC(c3ccc(Cl)cc3)n3nc(N)nc3N2)cc1 (stereo not drawn)	2.0	4.2%	1136	0.429	56.2	-0.198	i	-1.2	0.23	674	12.3	1.1	3.3	1.1	i	-0.11	1385	9.1	-0.882
24	N[C@@H](Cc1ccccc1)c1nnc2sc(SCc3ccccc3)nn12	0.5	-12.6%	.	-1.07	34.6	0.126	i	.	0.17	757	13.4	.	2.0	1.1	?	-0.166	1233	-0.2	-0.322
25	CN1CCc2c(sc3c2c(NCc2ccco2)nc2nnnn23)C1	2.0	25.0%	958	0.663	4.6	0.435	i	-0.2	.	698	14.0	0.2	3.1	1.1	i	-0.168	.	-3.1	0.505
26	CCOC(=O)c1cnc(-c2ccccc2)nc1N	2.3	19.9%	1030	0.704	10.8	0.209	i	0.9	0.4	579	6.2	0.9	3.6	1.1	i	0.645	1201	-1.7	-0.534
27	CC(C)[C@H](NS(=O)(=O)c1ccccc1)C(=O)OCC(=O)Nc1ccccc1Sc1ccccc1	3.2	23.0%	975	0.925	45.8	-0.322	i	0.8	.	685	3.8	0.6	3.8	1.1	i	-0.303	.	3.6	-0.284
28	Cc1nc(N)c(Cc2ccccc2F)c(N)n1	2.2	-1.1%	1091	0.598	56.4	-0.278	i	-0.9	0.45	.	1.2	0.6	2.5	1.1	i	-0.312	1278	.	-0.663
29	Cc1cc(C)nc(NS(=O)(=O)c2ccc(N3C(=O)C4CC=C(Cl)CC4C3=O)cc2)n1 (stereo not drawn)	3.3	9.8%	1324	-0.125	45.2	-0.04	i	3.0	2.3	.	6.7	2.6	5.3	1.1	i	-0.312	1190	.	-0.828
30	COc1ccc(CCNC(=O)CN2CCN(c3ccccc3Cl)CC2)cc1	3.5	1.4%	942	-0.433	55.3	0.15	i	-3.9	1.06	774	2.4	0.7	4.3	1.1	i	-0.244	894	1.5	0.216
31	O=C(COC(=O)CCc1nc2ccccc2c(=O)[nH]1)Nc1ccccc1Cl	.	.	1307	-1.33	17.1	0.657	i	0.3	0.4	620	.	0.4	.	.	i	-0.0163	901	14.6	-0.0381
32	Cc1cc(C)c(S(=O)(=O)c2ccccc2C)c(Oc2ccccc2)n1	1.3	10.1%	1082	-0.601	50.4	-0.0275	i	0.6	-0.15	648	5.3	0.6	2.1	1.2	i	-0.16	1863	0.3	1.17

# From PubChem
